Tau fluor cs – counter-screen for tau fibril formation inhibitors. tau K18 P301L Alexa594 fluorescence, heparin fibrillization. Potency, µM (series often up to 57.7 µM), without a hit: at the highest dose activity change, negative = decrease. actives 0.93% (n = 280,000). AID 1463; further: on the % scale 0 is the no-effect control and ±100 the full control effect; nearly all actives have a fitted effect of over 55% in size
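Human K18 P301L tau (15 uM unlabeled plus 0.24 uM Alexa 594-labeled, final) in 100 mM sodium acetate pH 7 was mixed with compound and 20 uM heparin and incubated 6 hr at 37 C.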
HttQ103 aggreg – inhibitors of mutant huntingtin aggregate formation in PC12 cells; actives 1.1% (n = 220,000); AID 1688; Potency, µM (highest dose often 46.1 µM), for the others: at the highest dose activity change, negative = inhibition, most hits filed as inhibitors; PC12 HttQ103-GFP aggregates, Acumen cytometry, 40 h; further: on the % scale 0 is the no-effect control and ±100 the full control effect; nearly all actives have a fitted effect of over 60% in size
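PC12 cells stably carrying ecdysone-inducible HTT exon 1 Q103–GFP were induced with tebufenozide (100 nM final) and treated with library compounds in titration. GFP aggregates in lysates were counted by laser scanning cytometry.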
ALDH1A1 block – inhibitors of human aldehyde dehydrogenase 1A1; Purified ALDH1A1, NADH fluorescence, propionaldehyde substrate; Potency, µM (top dose mostly 75.3 µM), without a hit: at the highest dose activity, negative = inhibition, most hits filed as inhibitors; actives 7.3% (n = 220,000); AID 1030; P00352; active means well fitted inhibition curve with a large enough effect, not every such curve was filed as active; inconclusive means small, poorly fitted or top-dose-only effect, or another doubt; inactive means no such curve, though single readings can be large or run the other way;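 further: plate controls were no enzyme wells and a reference inhibitor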
Target sequence (P00352 whole entry, looked up): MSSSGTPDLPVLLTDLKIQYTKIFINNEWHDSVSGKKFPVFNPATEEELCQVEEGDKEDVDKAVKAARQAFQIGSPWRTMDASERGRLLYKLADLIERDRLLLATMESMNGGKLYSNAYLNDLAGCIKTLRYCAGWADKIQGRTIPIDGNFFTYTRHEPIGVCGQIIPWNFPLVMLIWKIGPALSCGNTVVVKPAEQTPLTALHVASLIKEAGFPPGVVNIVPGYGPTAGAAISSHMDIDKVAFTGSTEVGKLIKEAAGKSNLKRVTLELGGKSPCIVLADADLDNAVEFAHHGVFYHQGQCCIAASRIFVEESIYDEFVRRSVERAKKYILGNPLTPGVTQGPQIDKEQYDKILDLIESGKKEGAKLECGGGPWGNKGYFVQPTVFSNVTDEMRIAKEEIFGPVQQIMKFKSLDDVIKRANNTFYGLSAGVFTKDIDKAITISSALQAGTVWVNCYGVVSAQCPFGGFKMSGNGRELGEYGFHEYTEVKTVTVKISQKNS
Tau fibril ThT – tau fibrillization inhibition (ThT binding); P10636; recombinant tau K18 P301L (four-repeat tau fragment), heparin-induced fibrillization, ThT fluorescence; Potency, µM (highest dose often 57.4 µM), without a hit: top-dose activity, negative = inhibition, actives largely listed as inhibitors; actives 2.1% (n = 270,000); AID 1460; further: on the % scale 0 is the no-effect control and ±100 the full control effect; nearly all actives have a fitted effect of over 55% in size
Target sequence (P10636 561-689 P618L limits assumed): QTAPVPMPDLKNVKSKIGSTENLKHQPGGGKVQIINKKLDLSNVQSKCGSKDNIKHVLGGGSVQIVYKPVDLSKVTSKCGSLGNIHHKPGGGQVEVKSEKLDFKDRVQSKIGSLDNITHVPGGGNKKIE
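Aggregation was driven by heparin (20 uM final) acting on recombinant tau […] bearing P301L in 100 mM sodium acetate pH 7; fibrils were detected with Thioflavin T.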
KDM4E inh – blocks human JMJD2E demethylase activity; B2RXH2; JMJD2E catalytic domain, FDH-coupled NADH fluorescence (FDH is formaldehyde dehydrogenase); Potency, µM (doses to about 57.1 µM), for the others: at the top dose activity change, negative = inhibition, usual class: inhibitors; actives 1.6% (n = 230,000); AID 2147; active means well fitted inhibition curve with a large enough effect, not every such curve was filed as active; inconclusive means small, poorly fitted or top-dose-only effect, or another doubt; inactive means no such curve, though single readings can be large or run the other way;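 further: 0% = wells with enzyme and -100% = buffer wells without enzyme; nearly all actives have a fitted effect of over 50% in size; many of its hits are not listed in these tables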
Target sequence (B2RXH2 1-337 limits assumed): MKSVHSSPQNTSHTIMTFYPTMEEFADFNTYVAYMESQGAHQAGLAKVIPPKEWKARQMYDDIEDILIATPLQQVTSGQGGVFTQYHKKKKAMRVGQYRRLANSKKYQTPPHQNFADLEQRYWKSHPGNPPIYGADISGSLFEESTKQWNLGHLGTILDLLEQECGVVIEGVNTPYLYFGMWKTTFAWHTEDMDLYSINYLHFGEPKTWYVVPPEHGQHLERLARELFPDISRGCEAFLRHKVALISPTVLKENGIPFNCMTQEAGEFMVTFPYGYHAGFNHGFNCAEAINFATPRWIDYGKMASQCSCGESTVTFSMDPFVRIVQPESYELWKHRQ
HTT cytoprotect – protects HTT-Q103 PC12 cells, measured by ATP | Potency, µM (series often up to 56.4 µM), for inactives: cytoprotection (ATP increase), actives largely listed as activators | actives 0.14% (n = 230,000) | PC12 HTT-Q103 induced, cytoprotection, ATP luminescence, 40 h | AID 1471;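 further: % of control where 0% means no effect; nearly all actives have a fitted effect of over 45% in size; toxic huntingtin expression switched on by the ecdysone agonist tebufenozide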
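PC12 cells with ecdysone-inducible HTT exon 1 Q103-GFP, induced with 100 nM tebufenozide and co-treated with library compounds in a dose series (1536-well, 1500 cells/well). Cytoprotection read as ATP content by ATPlite luminescence.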
Tau fibril FP – blocks human tau fibril formation measured by polarization; P10636; K18 P301L tau heparin fibrillization, Alexa594 FP, 6 h; Potency, µM (series often up to 57.7 µM), without a hit: at the top dose activity, negative = inhibition, hits mostly inhibitors; actives 0.39% (n = 280,000); further: on the % scale 0 is the no-effect control and ±100 the full control effect; nearly all actives have a fitted effect of over 55% in size
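Human K18 P301L fragment (15 uM unlabeled plus 0.24 uM Alexa 594-labeled) in 100 mM sodium acetate pH 7 with compound, aggregation induced by 20 uM heparin for 6 hr at 37 C. ThT (30 uM) added for 1 hr, then Alexa 594 FP read.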
SMN2 splice enh – enhancers of SMN2 splice variant expression. HEK293 SMN2-luciferase splicing reporter, luminescence, 30-36 h. Potency, µM (doses to about 46.1 µM), inactives show at the top dose activity change, positive = activation, most hits filed as activators. actives 2.8% (n = 210,000). AID 1458; further: % of control where 0% means no effect; nearly all actives have a fitted effect of over 55% in size
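qHTS luciferase splicing reporter: luminescence rises when SMN2 exon 7 is included in transfected HEK293 cells. Compound exposure lasted 30-36 h at 37C, with 4.5 mM final sodium butyrate as control, followed by a ONE-Glo read.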
The depositor's hits bear a star; u = inconclusive; x = not tested or not shown; & = joins results of further samples; [ ] = another dose, or the depositor's remark. Unless noted, the call rests on the fitted dose curve; in most records, active means well fitted curve in the direction sought with a large enough effect; inconclusive means small, poorly fitted or top-dose-only effect, or another doubt; inactive means no such curve, though single readings can be large; an effect the other way counts as inactive or inconclusive. Potency means the concentration at half of the fitted maximal effect. This is a subset; the hit share may differ from the screen's.

structure	Tau fluor cs	HttQ103 aggreg	ALDH1A1 block	Tau fibril ThT	KDM4E inh	HTT cytoprotect	Tau fibril FP	SMN2 splice enh
O=C(Nc1nc2c(ccc3ccccc32)s1)c1cc([N+](=O)[O-])ccc1N1CCOCC1	-1%	-8%[9.22 µM]	1%	8%	10%	-21%	-14%	u
O=[N+]([O-])c1nn(-c2ccc3c(c2)OCCO3)n(O)c1=Nc1ccccc1	0%	10%	11µM*	4%	1%	-10%[10 µM]	3%	-109%[inhibitor]
O=C(CCc1nnc(Cc2cccc(C(F)(F)F)c2)o1)NCC(F)(F)F	7%	-3%[9.22 µM]	15%	1%	-2%	24%[10 µM]	6%	9%
COc1ccc(NC(=O)Cn2nnc(-c3ccccc3F)n2)cc1Cl	-5%	-6%	5%	-2%	1%	11%[10 µM]	-7%	0%
Cc1cc(C(=O)Nc2cccc3ncccc23)no1	-15%	-2%	4%	-13%	3%	-26%[10 µM]	-2%	-1%
CC(C)CN1C(=O)/C(=C/c2c(N3CCc4ccccc4C3)nc3ccccn3c2=O)SC1=S	-5%	-3%[9.22 µM]	x	u	3%	2%[10 µM]	u	x
Cc1ccc(C)c(S(=O)(=O)N2CCN(CC(=O)Nc3ccc4c(c3)OCCO4)CC2)c1	-15%	15%	-2%	-12%	-2%	-5%	17%	-4%
Cc1ccc(CCNC(=O)C2CCCN(C(=O)c3cc4sccc4n3C)C2)cc1 (stereo not given)	4%	8%	8.9µM*	-2%	5%	16%	13%	-22%
Cc1csc(NC(=O)CSc2ccccc2F)n1	-6%	0%	-6%	0%	14%	-25%	-4%	u
CCC(C)(C)c1ccc(OCCCC[n+]2ccc(C)cc2)c(C(C)(C)CC)c1	-13%	18µM*	-8%	u	-5%	-80%[inhibitor]	1%	-75%[inhibitor]
C/C(=N\NC(=O)COc1ccc(C(C)(C)C)cc1)c1ccccc1	-2%	2%	-2%	-17%	-9%	-45%[inhibitor]	4%	-14%
CC1CCCN(CCOCCOc2ccc(Br)cc2Cl)C1 (stereo not given)	-6%	11%	-3%	-7%	u	-1%[10 µM]	0%	-52%[inhibitor]
Nc1cc(N)nc(SCC(=O)c2ccc3c(c2)NC(=O)CO3)n1	-6%	20%	7%	-18%	2%	-41%[inhibitor]	-7%	-1%
CC(C)n1nnnc1SCC(=O)NCc1ccc2c(c1)OCO2	-2%	6%	u	-6%	4%	14%	-2%	12%
Cn1cc(SCC(=O)Nc2ccc3c(c2)OCO3)c2ccccc21	-27%	-1%	u	u	-6%	8%	-7%	-2%
O=C(Nc1nc(-c2ccccn2)cs1)c1ccc([N+](=O)[O-])o1	u	-3%[9.22 µM]	x	13µM*	u	-24%[10 µM]	u	x
Cc1ccc2nc(Cl)c(/C=N/n3c(C)nnc3C)cc2c1	1%	10%	-8%	-2%	u	-28%	2%	18%
COc1ccccc1OCCn1cc(/C=N/NC(N)=S)c2ccccc21	u	-2%	-7%	u	u	-66%[inhibitor]	u	-9%
Cc1ccccc1-c1ncnn1-c1sc2c(c1C#N)CCCCC2	u	x	x	u	x	x	-8%	-9%
CCc1ccc(N2C(=O)CN(Cc3ccc(OC)c(OC)c3)C2=S)cc1	-14%	16%	-5%	-7%	-8%	24%[10 µM]	5%	-27%
Cc1ccccc1OCC(=O)NN1C(=O)C2C3C=CC(O3)C2C1=O (stereo not given)	4%	5%	8.9µM*	-8%	-2%	8%[10 µM]	7%	-3%
COc1ccc(C2CC(=O)Nc3c2c(=O)nc2c(C)cccn32)cc1 (stereo not given)	-9%	x	x	-5%	x	x	-8%	-5%
CC1CCc2cc(F)ccc2N1C(=O)CCl (stereo not given)	-6%	u	0.14µM*	-8%	3%	3%	-2%	-12%
O=[N+]([O-])c1ccc(N2CCOCC2)cc1O	-14%	-5%[9.22 µM]	-3%	u	0%	-14%[10 µM]	-2%	x
CCc1ccc(-c2cc3c(N4CCN(c5ccccc5)CC4)nccn3n2)cc1	-13%	x	x	u	x	x	9%	14µM*
COC(=O)c1c(-c2snnc2C)n[nH]c1C	2%	-27%[9.22 µM]	x	1%	0%	-2%[10 µM]	1%	x
CC(C)NCC(O)COc1ccc(COCCOC(C)C)cc1 (stereo not given)	2%	-7%	-12%	4%	-4%	20%	9%	24%
Cc1cc(NCc2ccco2)nc(N2CCC(C(=O)NC3CCCCC3)CC2)n1	-9%	1%[9.22 µM]	3%	-17%	-21%	21%[10 µM]	12%	x
CC(C)CC(NC(=O)OC(C)(C)C)c1cn([C@@H](Cc2cc3ccccc3[nH]2)C(=O)N2CCN(C(=O)OC(C)(C)C)CC2)nn1 (stereo not given in full)	-14%	0%[9.22 µM]	-4%	-12%	-2%	-3%[10 µM]	3%	x
CC1(C)CC(c2nc(-c3ccc(Cl)cc3)cs2)CCS1 (stereo not given)	-12%	-9%	20%	-10%	-6%	-7%	0%	-16%
COc1ccc(NC(=O)NCCCN2CCCCC2C)cc1 (stereo not given)	-2%	-5%	1%	-7%	6%	-4%	1%	14%
CN(Cc1ccccc1)C(=O)COC(=O)c1cc(NS(=O)(=O)c2cccs2)ccc1O	-30%	-3%	9%	-11%	u	-22%	3%	-45%[inhibitor]
Cc1ccc(NC2c3ncccc3C(=O)N2Cc2ccco2)c(C)c1 (stereo not given)	-3%	19%	-2%	-3%	-15%	x	0%	14%
Cc1ccc(Nc2nc(-c3sc(NC(=O)c4ccco4)nc3C)cs2)cc1	u	-10%	u	4µM*	6%	-27%[10 µM]	12%	-61%[inhibitor]
O=C(O)c1cncc(C#CCC2CCCCC2)c1	6%	6%[9.22 µM]	x	-1%	3%	-16%[10 µM]	2%	x
Cc1ccc(SCc2ccc(C(=O)Nc3ccccc3Br)cc2)cc1	-13%	u	6%	-14%	-2%	5%[10 µM]	-3%	x
COc1ccc(N(CC(=O)NCCSc2ccccn2)S(C)(=O)=O)cc1	-5%	0%	10%	-9%	-1%	4%	4%	-6%
CCOc1ccc(NC2=C(OC)C(=O)c3ccccc3C2=O)cc1	u	u	3.2µM*	10µM*	14µM*	-60%[inhibitor][10 µM]	u	-26%
CCCCNC(=O)CSc1nccn1Cc1ccccc1	-8%	u	-5%	-11%	-3%	7%	-11%	x
C/C(=N\Nc1nc(N)cc(Cl)n1)c1cccc(N)c1	-9%	-4%	5%	-9%	u	x	4%	23%
Cc1cc(C)cc(C(=O)N(Cc2nc(-c3ccc(Cl)cc3)no2)C(C)C)c1	-10%	x	x	-10%	x	x	0%	-6%
CCCCn1c(SCC(=O)c2ccc3c(c2)OCCO3)nnc1-c1ccco1	-4%	22%	u	-5%	0%	-14%[10 µM]	7%	-8%
O=c1cc(O)cc(/C=C/c2ccc(O)c(O)c2)o1	u	x	u	u	u	x	3%	u
CCCOc1ccc(C(=O)NCc2cccnc2)cc1	-7%	-25%	1%	-12%	2%	2%	-2%	-4%
Cc1ccc2nc(-c3ccsc3)c(Nc3ccc(Cl)cc3)n2c1	-17%	x	x	1%	x	x	5%	-5%
O=C(C1CCCN(S(=O)(=O)c2ccccc2[N+](=O)[O-])C1)N1CCCC1 (stereo not given)	-8%	u	-7%	-9%	0%	5%[10 µM]	8%	-11%
CN(Cc1ccccc1)C(=S)NC(=O)C1CCCCC1	0%	-26%	0%	6%	-3%	-10%[10 µM]	0%	x
COc1cccc(CNC(=O)C2CCN(c3nnc(-n4c(C)ccc4C)s3)CC2)c1OC	-10%	x	x	u	x	x	-5%	1%

The closing 2 entries of the part before are carried over, then new ones follow.
structure	Tau fluor cs	HttQ103 aggreg	ALDH1A1 block	Tau fibril ThT	KDM4E inh	HTT cytoprotect	Tau fibril FP	SMN2 splice enh
CN(Cc1ccccc1)C(=S)NC(=O)C1CCCCC1	0%	-26%	0%	6%	-3%	-10%[10 µM]	0%	x
COc1cccc(CNC(=O)C2CCN(c3nnc(-n4c(C)ccc4C)s3)CC2)c1OC	-10%	x	x	u	x	x	-5%	1%
Cc1cc(=S)nc(-c2ccccn2)[nH]1	-6%	29%[9.22 µM]	x	-9%	u	-2%[10 µM]	9%	x
CCOC(=O)N1CCN(CC(=O)Nc2ccc(OC)cc2)CC1	0%	9%	-4%	-7%	1%	-23%[10 µM]	-2%	-16%
C1CCc2c(nnc3c2-c2nonc2CC3)C1	5%	13%	u	6%	-7%	2%	0%	2%
O=C(Nc1ccc(Cl)c(Cl)c1)OCCNC(=O)c1cccc(Cl)c1	u	u	-3%	u	2%	-21%	u	-17%
COc1cccc([C@@H]2Oc3ccc(Br)cc3C[C@H]2OC(=O)Nc2ccc(OC(F)F)cc2)c1	u	x	-10%	-18%	2%	-74%[inhibitor]	-9%	0%
C=CCOC(=O)C1=C(C)NC(C)=C(C(=O)OCC=C)C1c1cn(-c2ccccc2)nc1-c1ccco1	-10%	-22%	u	5%	u	x	0%	-11%
COC(=O)C1=C(C)N(Cc2ccco2)C(=O)C1	-14%	7%	u	u	u	-21%	u	-9%
COc1cccc(NC(=O)CCNC(=O)Cn2ccc3ccccc3c2=O)c1	0%&-10%	-1%[9.22 µM]	-14%	3%&-9%	-4%	23%	-3%&-10%	7%&7%
COC(=O)CC1Oc2ccccc2N(Cc2ccccc2)C1=O (stereo not given)	-7%	-1%	3%	-9%	4%	12%[10 µM]	2%	-25%
CN(/C=C/C(=O)C(F)(F)F)Cc1ccccc1	-2%	-4%	0%	-1%	-3%	12%	-1%	-11%
